Screening results (PubChem BioAssay)
MITF inh: blocks human microphthalmia-associated transcription factor. O75030. AlphaScreen MITF homodimerization, bead proximity signal. inhibition, % at 2.6 µM. actives 0.91% (n = 650,000). AID 1259374; in the data active = inhibition above about 50%;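 also: 0% = vehicle wells with protein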
Target sequence (O75030 whole entry, looked up): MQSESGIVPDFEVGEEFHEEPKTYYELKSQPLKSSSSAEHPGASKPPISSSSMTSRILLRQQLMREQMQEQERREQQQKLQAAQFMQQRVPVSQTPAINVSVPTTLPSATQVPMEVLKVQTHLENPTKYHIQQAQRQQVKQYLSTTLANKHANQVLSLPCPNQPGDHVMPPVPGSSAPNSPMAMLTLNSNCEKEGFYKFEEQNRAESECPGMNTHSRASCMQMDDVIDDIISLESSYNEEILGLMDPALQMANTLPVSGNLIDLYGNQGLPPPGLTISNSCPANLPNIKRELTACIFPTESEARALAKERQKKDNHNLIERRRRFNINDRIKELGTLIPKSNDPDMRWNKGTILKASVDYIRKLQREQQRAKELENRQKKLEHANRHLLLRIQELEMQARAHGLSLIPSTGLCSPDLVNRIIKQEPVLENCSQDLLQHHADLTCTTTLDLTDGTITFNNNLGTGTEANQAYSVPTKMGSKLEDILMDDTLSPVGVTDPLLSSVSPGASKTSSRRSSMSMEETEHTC
FBW7 activator: human FBW7 E3 ligase activation, primary screen | Q969H0 | AlphaScreen FBW7–phospho-cyclin E peptide binding, activator screen | normalized activity (activation), % at 26.1 µM | actives 0.13% (n = 650,000); in the data active = normalized activity above about 1.9%;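 also: purified mutant Fbw7 with reduced substrate affinity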
GPR151 activ: human GPR151 activation | PathHunter beta-arrestin GPR151 cells, luminescence | activation, % at 11.2 µM | actives 1% (n = 650,000) | AID 1508602; in the data active = activation above about 4.9%;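 also: 0% = median of compound wells and 100% = cells with positive control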
Target sequence (Q8TDV0 whole entry, looked up): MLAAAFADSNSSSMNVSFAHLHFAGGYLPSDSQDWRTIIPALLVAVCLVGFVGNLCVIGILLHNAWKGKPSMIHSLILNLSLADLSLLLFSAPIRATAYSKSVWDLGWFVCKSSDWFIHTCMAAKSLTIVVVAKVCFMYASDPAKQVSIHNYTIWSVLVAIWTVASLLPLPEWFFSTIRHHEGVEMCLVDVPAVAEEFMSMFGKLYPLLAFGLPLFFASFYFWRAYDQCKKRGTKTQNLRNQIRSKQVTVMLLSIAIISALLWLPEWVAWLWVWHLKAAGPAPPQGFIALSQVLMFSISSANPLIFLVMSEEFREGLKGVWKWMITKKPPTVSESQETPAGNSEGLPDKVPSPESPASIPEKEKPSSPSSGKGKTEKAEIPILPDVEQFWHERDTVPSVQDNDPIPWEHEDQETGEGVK
TEAD-YAP inh: TEAD-YAP interaction inhibition; HEK-TIYL cells, TEAD-Gal4/YAP UAS-luciferase luminescence; inhibition, % at 9.12 µM; actives 1.4% (n = 640,000); AID 1259422; in the data active = inhibition above about 32%;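 also: 0% = median of test compound wells and 100% = reference inhibitor wells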
* hit, by the source's call; i = inactive.

SMILES | MITF inh | FBW7 activator | GPR151 activ | TEAD-YAP inh
O=C1CSCC2=C1C(=O)CC1c3ccccc3CCN21 (stereo not given) | -2 | 0.0 | -0.1 | -1
COc1cc(C(c2c(C)[nH][nH]c2=O)c2c(C)[nH][nH]c2=O)ccc1OC(=O)c1ccccc1 | -6 | -1.3 | 2.2 | 2
Cc1cc(=O)[nH]c(SCC(=O)O)n1 | -18 | 0.2 | 0.4 | -7
Cc1cccc(-n2ncc3c(=O)n(CC(=O)N4CCc5ccccc54)cnc32)c1C | -3 | -0.3 | -2.9 | 0
CCN(CC)C(=O)N(C)Cc1ccccc1 | -37 | 0.1 | -0.9 | -1
COc1ccc(OC)c(C2NC(=O)NC(C)=C2C(=O)c2ccc(Cl)cc2)c1 (stereo not given) | 1 | -0.1 | 3.9 | -2
CCOC(=O)C1=C(c2ccc(OC)cc2)NC(=O)NC1c1ccc(OC)cc1 (stereo not given) | -6 | -0.1 | 1.2 | -6
COc1ccc(C)cc1N(C)S(=O)(=O)c1cccc2nsnc12 | 12 | 0.1 | 0.3 | 6
Cc1ccccc1-c1nc2cnccn2c1NCc1ccco1 | 6 | 0.0 | 0.8 | 3
CC(C)(C)C(=O)Nc1ccc(N2CCCC2)c(Cl)c1 | 0 | 0.1 | 2.7 | -17

Not a retest: an excerpt of the list.
SMILES | MITF inh | FBW7 activator | GPR151 activ | TEAD-YAP inh
O=C1CSCC2=C1C(=O)CC1c3ccccc3CCN21 (stereo not given) | -2 | 0.0 | -0.1 | -1
COc1cc(C(c2c(C)[nH][nH]c2=O)c2c(C)[nH][nH]c2=O)ccc1OC(=O)c1ccccc1 | -6 | -1.3 | 2.2 | 2
Cc1cc(=O)[nH]c(SCC(=O)O)n1 | -18 | 0.2 | 0.4 | -7
Cc1cccc(-n2ncc3c(=O)n(CC(=O)N4CCc5ccccc54)cnc32)c1C | -3 | -0.3 | -2.9 | 0
CCN(CC)C(=O)N(C)Cc1ccccc1 | -37 | 0.1 | -0.9 | -1

Returning to the listing; the 2 compounds before the break are reprinted first.
SMILES | MITF inh | FBW7 activator | GPR151 activ | TEAD-YAP inh
Cc1ccccc1-c1nc2cnccn2c1NCc1ccco1 | 6 | 0.0 | 0.8 | 3
CC(C)(C)C(=O)Nc1ccc(N2CCCC2)c(Cl)c1 | 0 | 0.1 | 2.7 | -17
COc1ccccc1-c1nnc(NC(=O)c2ccc(C(C)(C)C)cc2)o1 | 5 | -0.1 | -0.5 | 15
O=C1CCCC(=O)N1c1ccc(N2CCOCC2)c([N+](=O)[O-])c1 | -5 | 0.1 | -0.4 | 2
CC(C)CC(=O)Nc1ccc(NC(=O)c2cccs2)cc1 | 0 | -0.1 | -1.7 | -56
C/C(=N\NC(=O)COc1ccccc1-c1ccccc1)c1ccc(O)cc1O | -31 | 0.0 | 1.9 | 59*
CCC(=O)N1CCc2cc(S(=O)(=O)NCCN3CCN(c4ccccc4)CC3)ccc21 | 6 | 0.1 | 0.3 | 25
CCOC(=O)c1c(NC(=O)C(C)Sc2nnc(CNC(=O)c3cccc(OC)c3)n2-c2ccccc2OC)sc2c1CCC2 (stereo not given) | 6 | 0.1 | 0.4 | -1
CCOc1ccc(NC(=O)N2CCCC2c2ccc(OC)c(OC)c2)cc1 (stereo not given) | 7 | 0.0 | 0.3 | -1
O=C(CC1(O)C(=O)Nc2ccccc21)c1cccc(Br)c1 (stereo not given) | -17 | 0.0 | -0.8 | 11
CSc1ccc(C2CC(=O)NC3=C2C(=O)CC(C)(C)C3)cc1 (stereo not given) | 10 | 0.1 | 0.0 | 12
COc1cccc(CNC(=O)CCC2CCCN(C(=O)c3cnsn3)C2)c1 (stereo not given) | -19 | 0.0 | -2.1 | -3
CC(C)(C)C(=O)CN1C(=O)NC2(CCCCC2)C1=O | -7 | -0.1 | -0.6 | -6
NC(=O)c1c(NC(=O)c2cccc3ccccc23)sc2c1CCCC2 | -5 | -0.2 | -1.7 | -30
CCSCCOC(=O)C1=C(C)NC2=C(C(=O)C(C(=O)OC)C(C)C2)C1c1ccc(OC(C)=O)cc1 (stereo not given) | 10 | 1.0 | 0.4 | -22
Cc1ccc(S(=O)(=O)N(C)c2ccccc2C(=O)N2CCCC2)cc1 | -10 | 0.2 | 1.7 | 5
CCN(CC)S(=O)(=O)c1cccc(C(=O)Nc2ccccc2C(=O)Nc2cccc(C)c2)c1 | -2 | 0.0 | 1.3 | -1
C=CCN(CC=C)S(=O)(=O)c1ccc(N2C(=O)c3ccccc3C2=O)c2ccccc12 | 13 | 0.8 | -1.3 | 10
COc1cc(NC(=O)Cn2nc(C(F)(F)F)c(Cl)c2C)cc([N+](=O)[O-])c1 | i | -0.1 | 0.5 | 14
Cc1cccc(C(=O)Nc2ccc(S(=O)(=O)N3CCCC3)cc2)c1[N+](=O)[O-] | 9 | -0.2 | 0.3 | 15
Cn1c(=O)n(CC(=O)NC2CC2)c2cccnc21 | -6 | -0.1 | 0.2 | -15
Cc1ccc(C2CC(C(F)(F)F)n3nc(C(=O)Nc4ccc5c(c4)OCO5)cc3N2)cc1 (stereo not given) | 12 | -0.2 | 0.5 | 12
C=CCOC(=O)C1=C(C)NC(SCC(=O)Nc2ccc(C)cc2)=C(C#N)C1c1ccc(C)cc1 (stereo not given) | 15 | 0.1 | 2.6 | 7
OCC1CCCN1c1nc2ncnc(NCc3nc4ccccc4[nH]3)c2[nH]1 (stereo not given) | 13 | 0.0 | -3.1 | 7
Cc1ccc(-c2c(C#N)c(N)nc3c2CCCCC3)o1 | 6 | 0.1 | -0.5 | -13
COc1ccc(Cl)cc1NC(=O)CN(Cc1ccccc1)S(=O)(=O)c1ccc(Cl)cc1 | -1 | -0.1 | -0.8 | -3
O=C(N/C(=C\c1ccc(F)cc1)C(=O)N1CCCCC1)c1ccco1 | 1 | 0.1 | -0.9 | -9
COC(=O)c1ccc(OCC2NCCc3cc(OC)c(OC)cc32)cc1 (stereo not given) | -7 | 0.0 | 0.9 | -9
COc1cccc(C=Nc2ccc3c(c2)OCCO3)c1O | -1 | 0.5 | -0.4 | 5
C=CCOc1ccc(/C=N/NC(=O)C(=O)Nc2cccc3ccccc23)cc1OCC | 3 | 0.2 | 0.4 | 6
CCCCC(OC(=O)CC1Sc2ccccc2NC1=O)C(=O)NC1CCCC1 (stereo not given) | -3 | -0.1 | 1.9 | 0
COc1cccc(-n2cc(C(=O)NC(C)C)c3ccccc3c2=O)c1 | 0 | 0.0 | -1.9 | -6
O=C(NCCC1=CCCCC1)c1ccc(N2CCCCCC2)c([N+](=O)[O-])c1 | 7 | 0.4 | -0.6 | -14
CC(C)c1ccc(Cc2cc(C(=O)NCC3CCOCC3)on2)cc1 | -17 | -0.1 | -0.3 | -16
COc1ccc(Cl)cc1-n1c(=S)sc2c(=O)[nH]c(SCc3cc(=O)n4cc(Cl)ccc4n3)nc21 | 6 | -0.3 | -0.7 | -3
COCCCNC(=O)Cn1c(=O)c2ccccc2n(C)c1=O | 2 | -0.1 | 0.7 | 6
COC(=O)C1SCC2C(=O)N(Cc3cccc(C)c3)CC(=O)N21 (stereo not given) | 5 | -0.1 | 0.1 | 0
Cc1ccccc1C(=O)NNC(=O)c1ccccc1Cl | -21 | -0.2 | -0.6 | -54
CCOC(=O)CNc1ccc(C(=O)OCC)cc1[N+](=O)[O-] | -6 | 0.0 | -2.0 | 4
C=CCn1c(=N)c(S(=O)(=O)c2ccccc2)cc2c(=O)n3cccc(C)c3nc21 | -8 | -0.1 | -0.4 | 3
CCc1ccc(N2C(=O)CC(C#N)=C2N)cc1 | 13 | 0.6 | -2.0 | -12
O=[N+]([O-])c1c(NCCCO)cc(N2CCN(Cc3ccc4c(c3)OCO4)CC2)c2nonc12 | -2 | -0.1 | -0.9 | -2
O=C1NC(=O)C(CC(=O)N(Cc2ccco2)C2(C(=O)NC3CCCC3)CCCCC2)N1 (stereo not given) | -1 | 0.0 | 0.6 | 4
CCOc1ccccc1NC(=O)C1CC(=O)n2c(nc3ccccc32)N1 (stereo not given) | 9 | 0.1 | -0.5 | 10
Cc1ccc(S(=O)(=O)N(C)C)cc1N=c1scc(-c2ccco2)n1C1CC1 | 25 | 0.4 | -0.3 | 15
COc1ccc(OC)c(CNc2n[nH]c3nc(C)cc(C)c23)c1 | -5 | 0.0 | -0.3 | -6
COC(=O)c1ccc([C@@H]2C[C@H]3CN(C4Cc5ccccc5C4)C(=O)[C@]34CCCN24)cc1 | -4 | -0.1 | -0.4 | -13
CCCOC(=O)C(C)Nc1n[nH]c(=S)[nH]c1=O (stereo not given) | 55* | -0.8 | -0.5 | -3
COc1ccc2nc3oc(C(=O)Nc4ccccc4OC)cc3cc2c1 | -15 | -0.2 | 0.3 | -11
Cc1ccc(OCCCC(=O)Nc2ccc(S(=O)(=O)Nc3nc(C)cc(C)n3)cc2)cc1 | 6 | 0.1 | -0.4 | 8
COC(=O)c1c(NC(=O)c2ccc(S(=O)(=O)N3CCCCC3C)cc2)sc2c1CC(C)(C)NC2(C)C (stereo not given) | -6 | -0.2 | 1.4 | -4
CC[C@H](Cn1nc(-c2ccoc2C)oc1=O)NC(=O)CC1CCCC1 | -1 | -0.1 | -0.7 | 11
The results go on.
SMILES | MITF inh | FBW7 activator | GPR151 activ | TEAD-YAP inh
CC(=O)C1CCCN(C(=O)CC2(c3ccccc3C)CC(=O)N(Cc3ccccc3)C2=O)C1 (stereo not given) | 20 | 0.8 | -1.1 | -4
CC[C@@H]1NC(=O)[C@@H]2C[C@H](NC(=O)c3cc(F)c(F)cc3F)CN2C1=O | -7 | -0.1 | 0.5 | 4
O=C(/C=C/c1ccccc1)C1=C(O)C(=O)N(CCO)C1c1ccccc1[N+](=O)[O-] (stereo not given) | 15 | -0.2 | -0.4 | -6
Nn1c(SCC(=O)Nc2ccc(Cl)c(Cl)c2)nnc1-c1ccccc1F | 11 | 0.4 | -0.4 | 19
CCCCCOc1ccc(NC(=O)C(=O)NCc2ccco2)cc1 | -8 | -0.2 | 0.2 | 2
CCCCCCC1CC(CC(=O)Nc2ccc([N+](=O)[O-])cc2)C(=O)O1 (stereo not given) | 4 | 0.0 | -1.2 | 3
Cc1ccc(-n2c(=S)sc3c(=O)n(-c4ccccc4)c(SCC(=O)c4ccc(F)cc4)nc32)cc1C | 5 | 0.1 | 0.4 | -4
C=CC[C@@H]1/C=C(\C)C[C@H](C)C[C@H](OC)[C@H]2OC(O)(C(=O)C(=O)N3CCCC[C@H]3C(=O)O[C@H](/C(C)=C/[C@@H]3CC[C@@H](O)[C@H](OC)C3)[C@H](C)[C@@H](O)CC1=O)[C@H](C)C[C@@H]2OC | -16 | 0.3 | 0.5 | -19
CC(C)c1ccc(C2NN=C(c3ccccc3)S2)cc1 (stereo not given) | -6 | 0.6 | -7.1 | 70*
CCOC(=O)c1[nH]c(=O)[nH]c1CSc1nnc(SCc2[nH]c(=O)[nH]c2C(=O)OCC)s1 | -4 | -0.2 | 0.1 | 2
COc1ccccc1-n1c(CNC(=O)COc2ccccc2)nnc1SCC(=O)N1N=C(c2cccs2)CC1c1ccc(F)cc1 (stereo not given) | 0 | 0.0 | -0.9 | 24
O=C(NCc1ccccc1)c1cc(-n2cnnc2)ccc1Cl | 18 | 0.0 | -0.6 | 11
Cc1cc(C)n(CCC(=O)NCC2Cc3cc(Cl)cc(-c4ccncc4)c3O2)n1 (stereo not given) | 11 | 0.2 | -1.7 | -15
COC(=O)c1ccc(CSc2nccc3c(OC)cccc23)o1 | -1 | -0.4 | -1.4 | -32
CCN(CC(=O)N1CCC(C)CC1)S(=O)(=O)c1ccc(Cl)cc1 | 7 | -0.1 | 1.2 | 7
COc1ccccc1N1CCN(C(=O)c2cn(-c3ccc(F)cc3F)c(=O)c3ccccc23)CC1 | -11 | 0.2 | -0.1 | -1
O=[N+]([O-])c1ccc2c(ccn2C2OCC(O)C(O)C2O)c1 (stereo not given) | -3 | 0.3 | -0.3 | 2
Cc1n[nH]c(=S)n(/N=C/c2cccc(Cl)c2)c1=O | 14 | -0.3 | 0.5 | 0
O=C(Nc1cccc(Cl)c1)Nc1ccc2c(c1)OCC(=O)N2Cc1ccccc1 | 4 | 0.1 | 0.5 | 1
CC/C(=C1/C(=O)N(c2nc3ccccc3s2)N=C1C(F)(F)F)N1CCOCC1 | 7 | -0.1 | -7.7 | -19
Cc1cc(SCC(=O)Nc2ccc(S(=O)(=O)N3CCCC3)cc2)nc2ccccc12 | 5 | 0.2 | -0.5 | 4
Cc1cccc(-c2noc(CNC(=O)c3ccc(F)cc3)n2)c1 | 4 | 0.1 | 1.0 | -6
COc1cc(C2CC(c3c(O)ccc4ccccc34)=NN2)ccc1O (stereo not given) | -1 | -0.2 | -6.3 | 61*
CCOC(=O)CC(N)c1ccc(OC(C)C)cc1 (stereo not given) | -5 | 0.1 | 0.5 | -22
O=C(CN1CCC(n2nnc3cc(F)ccc32)CC1)Nc1cccc(F)c1 | 1 | -0.1 | 0.3 | 9
O=C(NCCO)c1ccc(-c2cnc3c(n2)[nH]c(=O)n3-c2ccccc2)cc1 | 7 | 0.0 | -1.2 | 10
